NPY2 pot ag: human NPY-Y2 potentiation or agonism, primary screen; 220,000 compounds, 0.45% hits; activation, % at 3.6 µM; AID 1359; cells expressing NPY-Y2, potentiator/agonist read-out; P49146; in the data active = activation above about 27%;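 note: cells stimulated with NPY near EC25 plus isoproterenol at EC100; 0% = vehicle plus submaximal agonist and 100% = vehicle plus saturating agonist; some results beyond the cut were filed as inactive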
Target sequence (P49146 whole entry, looked up): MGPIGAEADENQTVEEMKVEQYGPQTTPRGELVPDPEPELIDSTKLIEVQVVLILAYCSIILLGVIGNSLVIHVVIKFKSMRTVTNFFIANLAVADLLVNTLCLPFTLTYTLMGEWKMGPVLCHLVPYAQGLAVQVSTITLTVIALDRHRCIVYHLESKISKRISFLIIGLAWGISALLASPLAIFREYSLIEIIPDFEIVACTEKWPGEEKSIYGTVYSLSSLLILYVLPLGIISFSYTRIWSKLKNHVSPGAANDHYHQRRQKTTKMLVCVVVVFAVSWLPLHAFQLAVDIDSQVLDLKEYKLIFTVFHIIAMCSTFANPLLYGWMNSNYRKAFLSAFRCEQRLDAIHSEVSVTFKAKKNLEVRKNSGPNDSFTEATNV
S1P4 ag: activates the human S1P4 receptor. O95977. S1P4-expressing cell line, agonist reporter assay. activation, % at 4.98 µM. 220,000 compounds, 0.35% hits; in the data active = activation above about 11%;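 note: 0% = DMSO vehicle and 100% = reference agonist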
NPY1 pot ag: potentiates or activates human NPY-Y1 receptor; P25929; NPY-Y1 expressing cells, potentiator/agonist activation; activation, % at 3.6 µM; 220,000 compounds, 0.37% hits; in the data active = activation above about 33%, passing the limit was not always enough;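 note: cells stimulated with NPY at EC10 then isoproterenol at EC100; 0% = low agonist plus stimulus and 100% = saturating agonist plus stimulus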
Target sequence (P25929 whole entry, looked up): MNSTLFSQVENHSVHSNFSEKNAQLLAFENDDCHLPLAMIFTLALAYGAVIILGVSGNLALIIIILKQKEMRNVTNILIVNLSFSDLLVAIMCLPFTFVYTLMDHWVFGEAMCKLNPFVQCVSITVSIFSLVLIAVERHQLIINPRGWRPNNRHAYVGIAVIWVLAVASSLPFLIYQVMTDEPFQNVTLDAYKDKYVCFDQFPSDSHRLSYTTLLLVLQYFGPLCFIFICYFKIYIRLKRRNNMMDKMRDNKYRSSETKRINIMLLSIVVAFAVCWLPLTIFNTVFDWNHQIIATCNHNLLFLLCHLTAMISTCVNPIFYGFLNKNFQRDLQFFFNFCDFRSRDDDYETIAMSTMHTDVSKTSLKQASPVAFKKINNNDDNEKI
EP2 modulator: modulates human prostaglandin E2 receptor EP2 signaling | P43116 | EP2-expressing cells, cAMP HTRF FRET, PGE2 co-stimulation | induction, % at 25 µM | 260,000 compounds, 0.83% hits | AID 940;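 active = compounds whose cAMP rise, as percent of the full-agonist control response, exceeds 60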;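 note: rat C6 glioma line stably carrying human EP2 under a CMV promoter; the protocol text gives 20 µM as final concentration; 100% = response of wells given 1 µM PGE2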
TRPML3 agonist: activates the human TRPML3 channel. Q8TDD5. HEK293 TRPML3-YFP, Fluo-8 calcium fluorescence; 100% = the carbachol control signal. activation, % at 3 µM. 220,000 compounds, 0.29% hits. AID 1448;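 active = activation above its plate's cutoff, the mean activation of the plate's test wells plus 3 SD, cut at about 12% in these data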;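 note: 0% = DMSO only wells and 100% = carbachol wells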
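Test system – HEK293 line with stable expression of human TRPML3-YFP channel · Control set – carbachol 87 µM final as high control (100%), DMSO as low control (0%) · Signal – Fluo-8 calcium dye fluorescence, ex 470-495, em 515-575 nm · Incubation – 1-h 37 °C dye load, 5-s basal, 120-s post-compound reads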
CHOP inhibitor: inhibitors of CHOP induction in ER stress response | CHO-K1 CHOP-promoter luciferase, tunicamycin-induced, 15-18 h | inhibition, % at 10 µM | 220,000 compounds, 3.8% hits | AID 2732;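 active = compounds that reduced the stress-induced luciferase reporter signal by more than about 70% of percent inhibition, limit read from the data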;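 note: 0% = tunicamycin plus vehicle and 100% = wells without tunicamycin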
S1P4 antagonist: antagonists of human S1P4 receptor | O95977 | inhibition, % at 4.98 µM | S1P4-expressing cells, antagonist mode, reporter read-out | AID 1510 | 220,000 compounds, 0.26% hits; in the data active = inhibition above about 29%;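 note: 0% = wells stimulated with agonist and 100% = vehicle wells without agonist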
TRPN1 ag: activates the zebrafish TRPN1 channel | HEK293 zebrafish TRPN1-YFP, Fluo-8 calcium fluorescence; 100% = response to 87 µM carbachol | activation, % at 3 µM | 220,000 compounds, 0.18% hits | AID 1424;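 active = activation above its plate's cutoff, the mean activation of test wells on that plate plus 3 SD, cut at about 19% in these data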;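 note: 0% = DMSO alone and 100% = 87 µM carbachol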
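Material: zebrafish TRPN1-YFP in HEK293 cells. Doses: one dose of 3 µM, 0.3% DMSO. Incubation: dye 1 h 37 °C plus 30 min RT. Measured by: intracellular calcium fluorescence with Fluo-8.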
NPY-Y1 antag: blocks the human neuropeptide Y Y1 receptor | P25929 | HEK293-CNG Y1 cells, membrane potential fluorescence; NPY at EC95, then isoproterenol | inhibition, % at 3.6 µM | 200,000 compounds, 1% hits | AID 1040;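 active = inhibition above the campaign mean inhibition of all tested compounds plus 3 SD, cut at about 20% in these data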;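 note: 0% = DMSO wells given NPY plus isoproterenol and 100% = isoproterenol alone without NPY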
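Assay system: HEK293 Y1/CNG channel cell line; Doses: single compound dose of 3.6 µM, 0.4% DMSO; Timing: dye 3 h, compound 60 min room temperature, stimulation 45 min; Technique: Membrane-potential fluorescent dye readout; Measure: % inhibition of NPY effect.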
Numbers without * were called inactive; · = not tested or not shown; & = joins results of further samples.

Molecule,NPY2 pot ag,S1P4 ag,NPY1 pot ag,EP2 modulator,TRPML3 agonist,CHOP inhibitor,S1P4 antagonist,TRPN1 ag,NPY-Y1 antag
CCn1c(-c2ccncc2)n[nH]c1=S,5,-0.7,19,2,0.5,-2,-12,2.7,-5
Cc1ccccc1N/C=C/C(=C(C#N)C#N)N(C)C,17,2.7,10,1,0.3,-3,-1,0.9,0
CC(C)C(=O)Nc1ccc2c(c1)C(=O)N(CCC(=O)O)C2=O,4,2.5,0,4,0.5,-8,-6,0.9,3
CC(C)CCNC(=O)CN(Cc1ccc2c(c1)OCO2)C(=O)CCC(=O)Nc1ccccn1,5,-0.8,-5,8,0.1,0,-15,1.1,6
[O-][n+]1onc2c1CCc1nnc(-c3ccccc3)cc1-2,-8,-2.1,-18,-3,0.1,3,0,0.4,1
CC(C)CCNC(=O)Cc1ccc(Nc2nc(=S)[nH]c3ccccc23)cc1,-2,-0.4,6,-17,0.0,-16,-1,1.2,-1
C/C(=N\OC(=O)c1cccc(Cl)c1)c1sc(C)nc1C,-16,0.5,-10,12,-0.2,-14,-2,-0.6,4
COc1ccc(C(=O)Nc2ccc(F)cc2F)cc1,8,0.8,21,14,0.2,17,-3,-1.1,6
COc1ccc(Cl)cc1N1C(=O)C2CCCN2C1c1ccc(F)cc1 (stereo not drawn),-3,0.0,-6,38,0.7,57,-6,0.9,6
O=C(c1ccccc1F)N1CCN(c2ccccc2F)CC1,9,-1.1,2,-2,0.3,28,-6,1.1,-3
COc1cc(/C=N/Nc2ccccn2)cc(OC)c1O,1,0.0,4,-36,0.1,-46,-19,-0.1,-3
Cc1ccc(C(=O)N2CCN(c3cc(=O)[nH]nc3-c3ccccc3)CC2)cc1,-20,-0.3,-5,-8,0.1,2,-4,1.4,-4
O=C(CCC1CCCN(C(=O)c2ccc3cc[nH]c3c2)C1)NCc1ccc(F)c(F)c1 (stereo not drawn),3,0.0,33,-30,1.5,12,8,0.7,-8
Cc1ccc(Nc2nc(N)nc(CSc3nc4ccccc4s3)n2)cc1,-23,0.5,-28,12,0.1,9,-11,-0.8,2
O=C(O)c1cccc(C(=O)O)n1,-2,-0.4,13,17,0.9,22,-6,1.6,1
O=C(CSCc1ccccc1Cl)NNC(=S)Nc1ccccc1,-5,-1.2,10,-12,-0.1,-19,-8,-2.9,1
O=C(CCCN1C(=O)/C(=C\c2ccco2)SC1=S)Nc1cccc2ccccc12,-2,-0.6,8,-81,0.6,73*,-10,-0.1,3
CCNS(=O)(=O)c1ccc(CCC(=O)NCCc2ccc(OC)cc2)cc1,-9,-1.9,-12,24,0.5,-13,2,-1.2,1
CN(C)c1cc(-c2ccc(F)cc2)oc(=O)c1Cl,2,1.3,-7,-30,0.0,13,-7,-0.3,·
Cc1cc(C)c(C#N)c(SCSCc2ccccc2)n1,-4,-3.5,-19,43,0.7,48,-14,-0.7,3
Cc1sc2ncnc(Sc3ccccc3C(=O)O)c2c1C,7,1.4,9,72*,0.8,5,-7,0.3,6
CC(C)CC1=NN(C(=O)c2ccncc2)C(O)(C(F)(F)F)C1 (stereo not drawn),3,2.0,-8,4,0.5,4,-20,2.4,2
O=C(Oc1ccc([N+](=O)[O-])cc1)c1cncc(Br)c1,10,1.1,-26,0,0.1,16,-2,1.9,-2
CCOC(=O)Cn1cc(C(=O)c2cccs2)c2ccccc21,0,1.5,-28,8,0.3,5,5,0.0,2
N#Cc1c(N)n(-c2ccc(C(=O)O)cc2)c2nc3ccccc3nc12,0,3.9,7,-30,0.8,1,-9,-1.1,·
CN(C(=O)c1ccc(=O)[nH]c1)C1(C(=O)NC2CCCCC2)CCCCC1,-14,2.6,2,-8,0.0,8,-11,-0.7,0
O=C(c1ccc(F)cc1)N1CCN(Cc2ccccc2Br)CC1,15,-4.1,-3,3,-0.1,44,0,-1.9,3
O=C(COC(=O)c1n[nH]c2ccccc12)NC(=O)NC12CC3CC(CC(C3)C1)C2,1,-0.4,-7,-9,0.5,-24,0,-0.1,-1
Cc1ccc(NC(=O)c2cc(NC(=O)CCCC(=O)O)ccc2Cl)cc1Cl,3,1.5,6,8,0.3,-4,-7,1.7,3
Cc1ccc(-n2ncc3c(NCc4ccco4)ncnc32)c(C)c1,11,0.9,2,9,-0.6,8,-2,-1.4,0
CC1(C)NC(=O)N(CC(O)CN2C(=O)NC(C)(C)C2=O)C1=O,0,0.8,2,20,-0.2,-2,-25,-0.5,-5
CCCCC(=O)c1ccc(O)cc1,-4,-3.6,-1,-6,0.6,20,10,0.5,4
Cc1cc2cc3c(cc2nc1SCc1ccc(C(=O)O)cc1)OCCO3,11,0.1,9,1,0.0,1,-8,1.1,3
COc1ccc(/C=N/NC(=O)c2cccnc2)cc1COc1ccc([N+](=O)[O-])c(C)c1,-9,0.1,-8,-25,0.8,-21,2,1.9,·
O=C(Cc1nnc(NC(=O)Nc2ccc(Cl)cc2)s1)NCc1ccccc1,10,0.7,6,0,0.4,1,1,1.7,0
O=C(Nc1ccc(Cl)c(Cl)c1)N(CCCN1CCOCC1)Cc1cccnc1,8,-0.6,0,4,0.2,-13,-12,0.1,·
Cc1ccc(C)c(NC(=S)N2CCCCC2CO)c1 (stereo not drawn),12,-2.4,7,2,-0.3,-16,-24,-0.6,3
C=CCn1c(NC(=O)c2ccc(C)cc2)c(C#N)sc1=N,-2,1.0,-15,15,0.1,37,5,0.2,-6
CCS(=O)(=O)c1ccc(O)c(NC(=O)CC2(CC(=O)O)CCCC2)c1,-18,-0.2,10,22,1.0,-11,-10,0.0,·
Cc1ccc(SCc2cc(=O)[nH]c(/N=C(\N)Nc3ccc(C)c(C)c3)n2)cc1,-1,0.7,-2,12,0.2,0,-3,2.0,3
CC(=O)NC(NC(=S)Nc1ccc(C)cc1C)C(Cl)(Cl)Cl (stereo not drawn),30,0.9,23,0,1.4,-2,9,0.2,·
Cn1c(-c2ccc(F)cc2)cnc1SCC(=O)Nc1ccccc1,-7,0.4,-9,-23,0.2,24,-22,2.1,2
Nc1c(N(C(=O)Nc2ccc(Cl)c(Cl)c2)C2CCCC2)c(=O)[nH]c(=O)n1Cc1ccccc1,12,1.6,13,8,0.0,103*,-18,-0.6,-6
COC(=O)c1ccccc1NC(=O)Cn1c(CCC(=O)O)ccc1-c1cccs1,-1,-1.5,-2,-1,0.4,-7,-17,-0.9,4
CN(C)CCCN=C(NO)c1ccc(Cl)cc1Cl,-15,-0.4,-11,30,0.8,2,5,1.9,·
C[C@]12CCC(=O)C[C@@H]1CC[C@@H]1[C@@H]2CC[C@]2(C)C=CC[C@@H]12,4,-0.5,11,42,-0.4,23,-1,-0.6,2
CCOC(=O)Cn1cnc2c(nnn2Cc2ccc(Cl)cc2)c1=O,9,-0.7,15,10,0.7,22,-8,2.4,5
Cc1ccc(S(=O)(=O)NCCNC(=O)C2CCCNC2=O)cc1 (stereo not drawn),-9,0.4,-7,-10,0.5,42,-23,0.5,2
CC1=NNC(=O)c2ccccc2O1,-3,-0.8,4,32,0.6,-7,-14,0.8,2
O=C(Nc1ccc(Cl)cc1)c1cc2c(cc1O)[nH]c1ccccc12,42,-0.4,30,-5,11,77*,7,12,·

Some of these compounds in order of their number in NPY1 pot ag, falling:
compound	NPY2 pot ag	S1P4 ag	NPY1 pot ag	EP2 modulator	TRPML3 agonist	CHOP inhibitor	S1P4 antagonist	NPY-Y1 antag
CC(=O)NC(NC(=S)Nc1ccc(C)cc1C)C(Cl)(Cl)Cl (stereo not drawn)	30	0.9	23	0	1.4	-2	9	·
CCS(=O)(=O)c1ccc(O)c(NC(=O)CC2(CC(=O)O)CCCC2)c1	-18	-0.2	10	22	1.0	-11	-10	·
O=C(COC(=O)c1n[nH]c2ccccc12)NC(=O)NC12CC3CC(CC(C3)C1)C2	1	-0.4	-7	-9	0.5	-24	0	-1

Following part:
Molecule,NPY2 pot ag,S1P4 ag,NPY1 pot ag,EP2 modulator,TRPML3 agonist,CHOP inhibitor,S1P4 antagonist,TRPN1 ag,NPY-Y1 antag
O=C(CN(Cc1ccco1)C(=O)CNS(=O)(=O)c1ccc(Cl)cc1)NC1CCCCC1,-11,-0.6,-16,27,-0.3,40,-19,-0.6,12
CCCC(=O)Nc1nnc(Sc2ccc(N(C)C)cc2)s1,0,-0.9,-18,15,-0.2,70,-34,0.5,-2
CC1=CC(c2ccccc2)n2nc(N3C(=O)c4ccccc4C3=O)nc2N1 (stereo not drawn),15,-1.2,6,22,-0.2,-13,-1,-0.2,-5
Cn1cc(C(=O)N/N=C/C(Br)=C/c2ccccc2)ccc1=O,1,-1.2,2,-36,0.8,35,5,1.5,3
Cc1c(C(=O)NCCSCc2cccc(C(F)(F)F)c2)cnn1-c1ccc(F)cc1,-12,0.7,1,-18,-0.6,6,-9,-1.2,·
COc1ccc(C2=NN(C(=O)c3ccccc3)C(c3cccc([N+](=O)[O-])c3)C2)cc1 (stereo not drawn),2,0.1,9,37,0.7,-19,0,0.4,·
Cc1cc(Cl)n2c(nc3ccccc32)c1C#N,-24,5.0,-15,-42,4.8,108*,44*,0.4,5
COc1cc(OC)c(C(=O)OCC(=O)c2cc(C)n(CC3CCCO3)c2C)cc1OC (stereo not drawn),2,0.9,2,-8,1.2,9,3,2.3,2
CCOC(=O)N1CCN(C2CC(=O)N(c3ccc(Oc4ccccc4)cc3)C2=O)CC1 (stereo not drawn),-7,1.1,6,-3,1.4,-1,-2,-0.3,4
CCOC(=O)/C(C#N)=C\C1=C(N2CCCC2)CC(C)(C)OC1,6,-1.7,-21,-2,1.0,-1,-5,0.9,0
CC(C)CN(CC(C)C)S(=O)(=O)N1CCC(C(=O)NCc2ccco2)CC1,-6,0.4,-6,-24,-0.1,-9,-8,-0.5,6
O=C(Nc1cccc(-c2cn3cccnc3n2)c1)c1ccc2c(c1)OCO2,-14,4.0,-19,-48,0.4,25,1,3.2,4
CC(C)c1ccc(/C=C2\SC(N3CCOCC3)=NC2=O)cc1,5,-0.3,-11,-15,-0.6,28,20,-1.9,·
CCCc1nc2sc3c(c2c(=O)[nH]1)CCCC3,6,4.1,-12,-9&3,0.0,46,-4,1.0,3
Cc1cc(=O)oc2n[nH]c(-c3ccccc3)c12,-17,1.9,-21,40,0.5,-26,-35,1.4,0
Cc1cccc(NC(=S)N2CCC(C(=O)c3ccc(F)cc3)CC2)c1C,0,-1.1,-9,-10,0.5,36,-11,1.3,7
CS(=O)(=O)Nc1ccc(C2=NN(S(C)(=O)=O)C(c3cccs3)C2)cc1 (stereo not drawn),6,0.6,-9,3,0.8,-19,-3,1.2,5
Cc1ccc(NC(=O)N2CCC(NC(=O)C(C)(C)C)CC2)cc1,-3,-1.1,23,-1,-1.2,-2,4,0.8,5
C#CCNC(=O)C1=C[C@H](c2ccc(C(F)(F)F)cc2)[C@@H](CCCO)[C@H](OCC)O1,-15,-0.1,-3,-19,0.3,-6,-1,2.1,3

Bioassay records: PubChem, several laboratories
